Screening data as filed in PubChem.
HPDE-C7K KRASV12 = viability loss of HPDE-C7K cells – cell-based, fluorescence, HTS, primary screen (AID 431); HPDE-C7K KRASV12 cells, Alamar Blue viability, 48 h; higher % means a stronger effect; cytotoxicity, % at 10 µM; hits with a dose series show EC50 in µM; 1.7% of 63,000 active;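 active means compounds whose percent cytotoxicity in the single-dose primary screen, scaled between solvent and toxic-drug controls, exceeds 50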;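 further: 0% = DMSO solvent wells and 100% = doxorubicin-treated wells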
Spn DPM-DC inh = inhibitors of Streptococcus pneumoniae diphosphomevalonate decarboxylase; purified DPM-DC, PK/LDH coupled NADH fluorescence; calls only at 10 µM; 0.49% of 65,000 active;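 active means the 320 compounds with the highest percent inhibition in the single-dose primary screen, excluding strongly autofluorescent ones, cut at about 32% in these data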;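 further: kinetic rate of NADH fluorescence loss reporting ADP formed by the decarboxylase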
TNAP inhibition = inhibition of tissue-nonspecific alkaline phosphatase – biochemical, luminescent (AID 518); purified TNAP enzyme, luminescent substrate readout; higher % means a stronger effect; inhibition, % at 20 µM, or IC50 in µM where a hit was titrated; 0.09% of 64,000 active; in the data active means a potency from the dose series; inactive means the rest, 99 in 100 with inhibition below about 22%;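 further: plate controls were vehicle for no effect and reference inhibitor for full effect; many of its hits are not listed in these tables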
HPDE-C7 viability = HPDE-C7 pancreatic duct cell viability loss – fluorescence, HTS (AID 430); 1.8% of 63,000 active; one-dose cytotoxicity, % at 10 µM; EC50 in µM for titrated hits; HPDE-C7 pancreatic duct cells viability, fluorescence; higher % means a stronger effect;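 further: cells exposed to compound for 48 hours before viability readout; 0% = vehicle and 100% = reference cytotoxic drug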
LYP inhibition = LYP phosphatase inhibitors, primary screen, biochemical, DiFMUP fluorescence, recombinant catalytic domain, 10 µM (AID 606) | recombinant LYP catalytic domain, DiFMUP fluorescence; higher % means a stronger effect | inhibition, % at 10 µM; hits with a dose series show IC50 in µM | 52,000 tested, under 10 active;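 active means IC50 under 40 µM in the dose-response test; inactive means IC50 of 40 µM or more, or never dose-tested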
HT1080 viability = HT1080 cell viability loss – fluorescence readout (AID 620); HT1080 viability, fluorescence; higher % means a stronger effect; one-dose cytotoxicity, % at 10 µM; EC50 in µM for titrated hits; 0.42% of 87,000 active;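 further: cells exposed to compound overnight then 4 h with Alamar Blue; 0% = vehicle DMSO and 100% = killing control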
Spn PMK inh = inhibitors of Streptococcus pneumoniae phosphomevalonate kinase | inhibition, % at 10 µM | 0.49% of 65,000 active | purified PMK, PK/LDH-coupled NADH absorbance 340 nm;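 active means top-ranked compounds by inhibition in the single 10 µM screen, taking a fixed number of the strongest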;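 further: 0% = full reaction with DMSO carrier and 100% = background rate without enzyme reaction; no value below 0 was filed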
Bfl-1 inhibitors = displacement of Bid BH3 peptide from Bfl-1 – biochemical, fluorescence polarization, FITC-Bid, mouse, primary screen (AID 432); FITC-Bid BH3 peptide fluorescence polarization displacement; higher % means a stronger effect; one-dose displacement, % at 20 µM; IC50 in µM for titrated hits; 0.02% of 64,000 active; in the data active means a potency from the dose series; inactive means the rest, 99 in 100 with displacement below about 15%; further: strong numbers were not always called active
MK inhibit = S. pneumoniae mevalonate kinase inhibition; purified MK, PK/LDH-coupled NADH absorbance 340 nm; inhibition, % at 10 µM; 0.48% of 65,000 active;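 active means ranked among the strongest by inhibition in the single 10 µM screen, a fixed top-ranked set picked for dose follow-up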; further: no value below 0 was filed
Spn PMK inh pilot replicates = second read-out of Spn PMK inh, no call of its own (marks repeat the call); inhibition, %; measured here: pilot screen replicates
MK inhibit pilot replicates = also measured in MK inhibit; calls as there; inhibition, %; measured here: pilot screen replicates
Spn DPM-DC inh pilot screen % = second read-out of Spn DPM-DC inh, no call of its own (marks repeat the call); inhibition, %; measured here: pilot screen trials
* hit, by the source's call; i = inactive; x = no result given. Unless noted, no stated cut-off is given here; in the data, active means cytotoxicity above about 50%; inactive means the rest. This is a random part of the collection. About 3.6% of those tested had a hit in this group.

SMILES	HPDE-C7K KRASV12	Spn DPM-DC inh	TNAP inhibition	HPDE-C7 viability	LYP inhibition	HT1080 viability	Spn PMK inh	Bfl-1 inhibitors	MK inhibit	others
CS(=O)(=O)NCCOc1ccc(S(=O)(=O)N2CCCc3ccccc32)cc1	-23%	i	-1%	-17%	1%	10%	0	0%	0
Nc1nonc1-c1noc(CCCOc2ccc(Cl)cc2Cl)n1	1%	i	7%	3%	x	-2%	9	-1%	1
O=C(c1ccccc1)c1cc(F)c(N2CCOCC2)cc1Cl	7%	i	6%	6%	x	-8%	9	2%	0
CCN(CC(=O)NCCc1ccc(S(N)(=O)=O)cc1)Cc1nc2ccccc2c(=O)[nH]1	-3%	i	-4%	-1%	6%	-2%	17	-1%	0
COc1ccccc1N1CCN(C(CNS(=O)(=O)c2cc(F)ccc2F)c2cccnc2)CC1 (stereo unspecified)	-10%	i	8%	-4%	5%	-7%	19	4%	0	Spn PMK inh pilot replicates=0.0;MK inhibit pilot replicates=0.0;Spn DPM-DC inh pilot screen %=0.5
COc1ccc(Cn2nnnc2C(c2ccc(C)cc2)N2CCN(C3CCCC3)CC2)cc1 (stereo unspecified)	8%	i	12%	6%	7%	34%	11	-1%	8
CCN(CC)S(=O)(=O)c1ccc(NC(=O)CN(c2ccc(OC)cc2OC)S(C)(=O)=O)cc1	-6%	i	4%	-18%	-21%	-2%	6	-6%	0
O=c1cc(CSc2nnc(-c3cccs3)n2Cc2ccccc2)nc2sc3ccccc3n12	16%	i	11%	17%	-8%	0%	9	-3%	0
Cc1ccccc1-n1c(=O)cc(N2CCC3(CC2)OCCO3)[nH]c1=O	x	i	x	x	16%	10%	11	x	3
O=C(Cn1nc(-c2ccc3c(c2)OCCO3)ccc1=O)Nc1ccc(N2CCOCC2)cc1	-9%	i	10%	-31%	-5%	2%	19	-2%	7	Spn PMK inh pilot replicates=7.0;MK inhibit pilot replicates=0.0;Spn DPM-DC inh pilot screen %=1.5
COc1ccc(S(=O)(=O)N2CCN(c3nc4ccccc4nc3-n3nc(C)cc3C)CC2)cc1	4%	i	8%	-3%	2%	2%	8	-1%	12
O=C(O)c1ccc(N2C(=O)CC(Cc3ccccc3)C2=O)cc1 (stereo unspecified)	-12%	i	3%	0%	x	-7%	0	-3%	9
Cc1ncsc1CCSc1nc2ccccc2c(=O)n1C	x	i	x	x	3%	-11%	8	x	1
O=C(O)CCc1ccc(-c2ccc(F)cc2)n1CC(=O)O	4%	i	16%	5%	-8%	-7%	0	2%	6	Spn PMK inh pilot replicates=1.5;MK inhibit pilot replicates=0.0;Spn DPM-DC inh pilot screen %=0.0
COc1cc(C)c(S(=O)(=O)N2CCCC2)cc1C	1%	i	10%	8%	14%	x	7	5%	7
Cc1c(C(N)=O)sc2nc(-c3ccccc3)cn12	6%	i	6%	-5%	11%	27%	6	-5%	3
O=C(N1CCOCC1)N(Cc1cccs1)C1CCCC1	-11%	i	11%	0%	18%	-2%	6	-6%	10
CCOC(=O)c1c(-c2ccc(C)o2)csc1NC(=O)CSc1nnc(C)s1	12%	i	20%	15%	x	17%	0	6%	3
O=C(NCc1ccco1)c1cc2nc(-c3cccs3)cc(C(F)(F)F)n2n1	-6%	x	15%	-9%	x	-11%	11	8%	18
O=C(NCc1cccs1)c1ccccc1F	6%	i	7%	4%	3%	-4%	11	3%	9
COc1ccccc1-c1cc(C(F)(F)F)nc(S(=O)(=O)CCCC(=O)N2CCOCC2)n1	6.3µM*	i	7%	9.9µM*	16%	31µM*	3	-5%	2
NC(=O)CSc1nnnn1-c1ccc(OC(F)(F)F)cc1	-11%	i	8%	-1%	-1%	29%	7	-10%	0
COc1ccc(CNS(=O)(=O)c2ccc(C3CNC(=O)C3)cc2)cc1 (stereo unspecified)	2%	i	8%	-1%	0%	2%	1	-5%	3
CN1C2C=C3C(C#N)=C(N)C(C#N)(C#N)[C@@H](c4cccs4)C3C1CC2 (stereo partly specified)	22%	i	8%	12%	x	4%	6	21%	15
O=C1C(=O)N(CCCn2ccnc2)C(c2ccccn2)/C1=C(/O)c1ccccc1 (stereo unspecified)	-1%	i	11%	7%	6%	7%	9	2%	0

Four entries from above, arranged by molecular weight, smallest number first:
SMILES	HPDE-C7K KRASV12	Spn DPM-DC inh	TNAP inhibition	HPDE-C7 viability	LYP inhibition	HT1080 viability	Spn PMK inh	Bfl-1 inhibitors	MK inhibit	others
NC(=O)CSc1nnnn1-c1ccc(OC(F)(F)F)cc1	-11%	i	8%	-1%	-1%	29%	7	-10%	0
CS(=O)(=O)NCCOc1ccc(S(=O)(=O)N2CCCc3ccccc32)cc1	-23%	i	-1%	-17%	1%	10%	0	0%	0
CCN(CC(=O)NCCc1ccc(S(N)(=O)=O)cc1)Cc1nc2ccccc2c(=O)[nH]1	-3%	i	-4%	-1%	6%	-2%	17	-1%	0
COc1ccccc1N1CCN(C(CNS(=O)(=O)c2cc(F)ccc2F)c2cccnc2)CC1 (stereo unspecified)	-10%	i	8%	-4%	5%	-7%	19	4%	0	Spn PMK inh pilot replicates=0.0;MK inhibit pilot replicates=0.0;Spn DPM-DC inh pilot screen %=0.5

Next section.
SMILES	HPDE-C7K KRASV12	Spn DPM-DC inh	TNAP inhibition	HPDE-C7 viability	LYP inhibition	HT1080 viability	Spn PMK inh	Bfl-1 inhibitors	MK inhibit	others
COCCOC(=O)C1=C(C)N=C2SCCC(=O)N2C1c1ccc(C(=O)OC)cc1 (stereo unspecified)	-6%	i	2%	-21%	19%	2%	23	-2%	5
O=C(O)CCC(=O)N1CCc2cc(S(=O)(=O)Nc3ccc4c(c3)OCCO4)ccc21	-4%	i	8%	-15%	4%	-3%	0	2%	1
CC1(C)NC(=O)N(CC(O)Cn2nnc3ccccc32)C1=O (stereo unspecified)	0%	i	17%	0%	-4%	-1%	13	0%	0
CN1CCCN(C(c2ccccc2)c2ccc(Cl)cc2)CC1 (stereo unspecified)	51%*	i	8%	12%	14%	6%	6	-4%	6	Spn PMK inh pilot replicates=1.0;MK inhibit pilot replicates=0.0;Spn DPM-DC inh pilot screen %=0.0
CCC(C)Nc1nc2c(c(=O)[nH]c(=O)n2C)n1CCC(C)C (stereo unspecified)	-9%	i	13%	-27%	x	2%	7	-6%	0
CC12C(=O)N(c3cccc4cccnc34)C(=O)C1C1C=CC2C1 (stereo unspecified)	9%	i	11%	4%	-4%	2%	14	7%	1
CCCCn1c(N)c(N(CCC(C)C)C(=O)CSc2nnc3ccccn23)c(=O)[nH]c1=O	-1%	i	12%	2%	-1%	-4%	13	5%	1
O=C(N1CCOCC1)N1CCN(CC(O)COc2ccc3ccccc3c2)CC1 (stereo unspecified)	17%	i	16%	7%	10%	8%	2	-9%	10
CN(C)CCN1C(=O)C(=O)/C(=C(/O)c2ccc(S(=O)(=O)N3CCOCC3)cc2)C1c1ccccc1 (stereo unspecified)	11%	i	7%	-2%	x	-8%	1	-1%	5
CCCC(=O)N1CCN(c2ccc(NC(=O)c3cc4ccccc4o3)cc2)CC1	-19%	i	17%	-14%	3%	x	15	-8%	13
COCCn1c(=S)[nH]c2cc(C(=O)N3CCC(C(N)=O)(N4CCCCC4)CC3)ccc2c1=O	-12%	i	4%	-24%	x	-4%	15	-12%	3
CCOc1cc(C(=O)Nc2ccc3c(c2)OCO3)ccc1OC(F)F	2%	i	13%	-1%	0%	-4%	8	-10%	4
CCOC(=O)C1C(=O)NC(N2CCN(CC)CC2)=NC1c1ccccc1 (stereo unspecified)	-15%	i	10%	-4%	x	17%	3	-6%	0
CCc1nnc(NC(=O)c2cccc(S(=O)(=O)N3CCN(c4ccccc4)CC3)c2)s1	12%	i	10%	2%	-1%	-10%	9	-4%	0
CCOC(=O)c1c2n(c3ccc(O)cc13)CCCCC2	3%	i	10%	0%	-2%	-4%	0	3%	3	Spn PMK inh pilot replicates=5.0;MK inhibit pilot replicates=4.0;Spn DPM-DC inh pilot screen %=2.0
Cc1cnc(NC(=O)CSc2nnc(-c3ccncc3)n2C2CCCCC2)s1	-7%	i	7%	-22%	x	1%	15	-4%	0
COc1ccc2c(c1)C1CC(C)(NC(=O)C1C(=O)c1ccccc1)O2 (stereo unspecified)	-7%	i	10%	-6%	1%	7%	17	-13%	9
COc1ccc(S(=O)(=O)CCC(=O)N2c3ccccc3CC2C)cc1 (stereo unspecified)	-4%	i	12%	6%	4%	2%	7	-6%	0
Cc1ccc(S(=O)(=O)NCC(=O)N(CC(=O)NCc2ccco2)Cc2ccc3c(c2)OCO3)cc1	-19%	i	2%	-14%	-10%	19%	16	1%	0
COc1ccc(C2C(=O)N(C3CCCCC3)CC(=O)N2Cc2ccc3c(c2)OCO3)cc1 (stereo unspecified)	2%	i	10%	-10%	11%	-6%	6	-9%	0
CC(C)CCn1cnc2c(cnn2-c2ccc(Cl)cc2)c1=O	-2%	i	9%	-5%	12%	-13%	9	9%	7
N/C(CCN1CCCCC1)=N/O	-1%	i	8%	0%	11%	2%	7	2%	8
COc1ncnc2c1N=C1CC(C)(C)CC(N)=C1S2	-9%	i	20%	-1%	-5%	-3%	6	52%	4	Spn PMK inh pilot replicates=4.5;MK inhibit pilot replicates=0.5;Spn DPM-DC inh pilot screen %=3.5
COCCCNC(=O)CCCOc1ccccc1	3%	i	12%	-8%	1%	-11%	0	2%	2
CCn1ncc(C2=NOC(C(=O)Nc3ccccc3C(=O)OC)C2)c1C (stereo unspecified)	12%	i	4%	-2%	-43%	2%	4	-9%	2
SMILES	HPDE-C7K KRASV12	Spn DPM-DC inh	TNAP inhibition	HPDE-C7 viability	LYP inhibition	HT1080 viability	Spn PMK inh	Bfl-1 inhibitors	MK inhibit	others
CC(=O)Nc1nonc1-c1ccccc1	-24%	i	-2%	-21%	10%	3%	0	2%	9
CCOC(=O)CSC1=C(C#N)C(c2ccco2)C(C(=O)OCc2ccccc2)=C(C)N1 (stereo unspecified)	61%*	i	8%	59%*	-1%	4%	6	9%	8
CCOc1ccc(-c2nnn(CC(=O)NCc3cccs3)n2)cc1	-9%	i	6%	5%	5%	-9%	12	1%	0
CCCCCCNC(=O)CC(NS(=O)(=O)c1ccc(NC(C)=O)cc1)C(C)C (stereo unspecified)	3%	i	6%	-10%	7%	4%	20	1%	4
CC(=O)N1CCc2cc(S(=O)(=O)NCCC(=O)N3CCc4ccccc4C3)ccc21	-5%	i	3%	-6%	9%	1%	8	-15%	3
CCCOc1ccc(C2c3c(oc4ccccc4c3=O)C(=O)N2CCCN2CCOCC2)cc1 (stereo unspecified)	-6%	i	9%	-13%	-3%	-6%	13	-1%	6	Spn PMK inh pilot replicates=5.5;MK inhibit pilot replicates=0.0;Spn DPM-DC inh pilot screen %=0.0
COc1ccccc1OCc1ccc(C(=O)n2nc(C)c(Cl)c2C)o1	-2%	i	11%	1%	6%	6%	0	-2%	2
COc1ccc(OC)c(C2=NOC(C(=O)Nc3cc(C)nn3-c3ccccc3)C2)c1 (stereo unspecified)	26%	i	13%	22%	x	x	3	-7%	5	Spn PMK inh pilot replicates=1.0;MK inhibit pilot replicates=0.5;Spn DPM-DC inh pilot screen %=1.0
O=C(Nc1ccc2c(c1)OCO2)C(c1ccccc1)N1CCCCC1 (stereo unspecified)	6%	i	9%	-14%	2%	-3%	0	0%	0
CCOC(=O)/C(C(N)=NC)=C(\O)c1ccccc1	10%	i	10%	6%	-3%	4%	10	2%	10
